From PubChem
Vc quorum ag: inducers of Vibrio cholerae quorum light production without autoinducers. 0.16% of 350,000 active. V. cholerae BH1578 lux reporter, luminescence, 6 h. activation, % at 18.7 µM; in the data active means activation mostly above about 9.7%, no sharp cut-off; further: not every result past the cut was called active; inactives centre near 0; reference of the scale not given here
DUSP3 inh: blocks human VHR1 dual specificity phosphatase; recombinant VHR phosphatase, pNPP absorbance; inhibition, % at 13.3 µM; 0.52% of 290,000 active; AID 1654; in the data active means inhibition above about 50%; further: some compounds called inactive have numbers as strong as hits
MazF activator: MazEF (E. coli) toxin RNase activation; P0AE70; FAM/BHQ RNA-DNA oligo cleavage fluorescence, 5 h; activation, % at 20 µM; 0.32% of 350,000 active; AID 504720; in the data active means activation above about 50%
Y pestis TopoI: inhibitors of Yersinia pestis topoisomerase I. Y. pestis Topo-I cleavage product accumulation, plate reader. activity, % at 10 µM. 0.064% of 360,000 active. AID 504884; in the data active means activity above about 50%, passing the limit was not always enough; further: inactives centre near 2
3CLpro inhibitor: SARS-CoV 3CLpro protease inhibition | inhibition, % at 6 µM | 0.14% of 290,000 active | recombinant SARS-CoV 3CLpro, quenched FRET peptide cleavage; in the data active means inhibition above about 12%
CCHF vOTU inh: blocks the CCHF virus ovarian tumor domain protease; inhibition, % at 11.5 µM; CCHFV vOTU protease, Pep-AMC fluorescence; 0.55% of 370,000 active; in the data active means inhibition above about 30%; further: 0% = vehicle wells with enzyme and 100% = no enzyme wells
SSB-PriA inh: blocks PriA binding to SSB C-terminal tail; AID 1272365; 0.6% of 430,000 active; inhibition, % at 33 µM; AlphaScreen SSBct-PriA binding, biotinylated peptide; in the data active means inhibition mostly above about 37%, no sharp cut-off; inactive means mostly below about 20%;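 further: plate controls were negative control peptide for no effect and reference peptide for full effect; strong numbers were not always called active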
PrPC TRFRET: inhibitors of human cell surface prion protein PrPC; P04156; TR-FRET read-out; inhibition, % at 13.8 µM; 0.43% of 370,000 active; AID 720596; in the data active means inhibition above about 24%; further: 0% = median of the test wells and 100% = reference compound wells
TcdB inh: TcdB glycohydrolase inhibition; AID 652162; inhibition, % at 9.99 µM; P18177; TcdB glycohydrolase enzymatic assay, plate reader; 0.24% of 350,000 active; in the data active means inhibition above about 10%
Target sequence (P18177 whole entry, looked up): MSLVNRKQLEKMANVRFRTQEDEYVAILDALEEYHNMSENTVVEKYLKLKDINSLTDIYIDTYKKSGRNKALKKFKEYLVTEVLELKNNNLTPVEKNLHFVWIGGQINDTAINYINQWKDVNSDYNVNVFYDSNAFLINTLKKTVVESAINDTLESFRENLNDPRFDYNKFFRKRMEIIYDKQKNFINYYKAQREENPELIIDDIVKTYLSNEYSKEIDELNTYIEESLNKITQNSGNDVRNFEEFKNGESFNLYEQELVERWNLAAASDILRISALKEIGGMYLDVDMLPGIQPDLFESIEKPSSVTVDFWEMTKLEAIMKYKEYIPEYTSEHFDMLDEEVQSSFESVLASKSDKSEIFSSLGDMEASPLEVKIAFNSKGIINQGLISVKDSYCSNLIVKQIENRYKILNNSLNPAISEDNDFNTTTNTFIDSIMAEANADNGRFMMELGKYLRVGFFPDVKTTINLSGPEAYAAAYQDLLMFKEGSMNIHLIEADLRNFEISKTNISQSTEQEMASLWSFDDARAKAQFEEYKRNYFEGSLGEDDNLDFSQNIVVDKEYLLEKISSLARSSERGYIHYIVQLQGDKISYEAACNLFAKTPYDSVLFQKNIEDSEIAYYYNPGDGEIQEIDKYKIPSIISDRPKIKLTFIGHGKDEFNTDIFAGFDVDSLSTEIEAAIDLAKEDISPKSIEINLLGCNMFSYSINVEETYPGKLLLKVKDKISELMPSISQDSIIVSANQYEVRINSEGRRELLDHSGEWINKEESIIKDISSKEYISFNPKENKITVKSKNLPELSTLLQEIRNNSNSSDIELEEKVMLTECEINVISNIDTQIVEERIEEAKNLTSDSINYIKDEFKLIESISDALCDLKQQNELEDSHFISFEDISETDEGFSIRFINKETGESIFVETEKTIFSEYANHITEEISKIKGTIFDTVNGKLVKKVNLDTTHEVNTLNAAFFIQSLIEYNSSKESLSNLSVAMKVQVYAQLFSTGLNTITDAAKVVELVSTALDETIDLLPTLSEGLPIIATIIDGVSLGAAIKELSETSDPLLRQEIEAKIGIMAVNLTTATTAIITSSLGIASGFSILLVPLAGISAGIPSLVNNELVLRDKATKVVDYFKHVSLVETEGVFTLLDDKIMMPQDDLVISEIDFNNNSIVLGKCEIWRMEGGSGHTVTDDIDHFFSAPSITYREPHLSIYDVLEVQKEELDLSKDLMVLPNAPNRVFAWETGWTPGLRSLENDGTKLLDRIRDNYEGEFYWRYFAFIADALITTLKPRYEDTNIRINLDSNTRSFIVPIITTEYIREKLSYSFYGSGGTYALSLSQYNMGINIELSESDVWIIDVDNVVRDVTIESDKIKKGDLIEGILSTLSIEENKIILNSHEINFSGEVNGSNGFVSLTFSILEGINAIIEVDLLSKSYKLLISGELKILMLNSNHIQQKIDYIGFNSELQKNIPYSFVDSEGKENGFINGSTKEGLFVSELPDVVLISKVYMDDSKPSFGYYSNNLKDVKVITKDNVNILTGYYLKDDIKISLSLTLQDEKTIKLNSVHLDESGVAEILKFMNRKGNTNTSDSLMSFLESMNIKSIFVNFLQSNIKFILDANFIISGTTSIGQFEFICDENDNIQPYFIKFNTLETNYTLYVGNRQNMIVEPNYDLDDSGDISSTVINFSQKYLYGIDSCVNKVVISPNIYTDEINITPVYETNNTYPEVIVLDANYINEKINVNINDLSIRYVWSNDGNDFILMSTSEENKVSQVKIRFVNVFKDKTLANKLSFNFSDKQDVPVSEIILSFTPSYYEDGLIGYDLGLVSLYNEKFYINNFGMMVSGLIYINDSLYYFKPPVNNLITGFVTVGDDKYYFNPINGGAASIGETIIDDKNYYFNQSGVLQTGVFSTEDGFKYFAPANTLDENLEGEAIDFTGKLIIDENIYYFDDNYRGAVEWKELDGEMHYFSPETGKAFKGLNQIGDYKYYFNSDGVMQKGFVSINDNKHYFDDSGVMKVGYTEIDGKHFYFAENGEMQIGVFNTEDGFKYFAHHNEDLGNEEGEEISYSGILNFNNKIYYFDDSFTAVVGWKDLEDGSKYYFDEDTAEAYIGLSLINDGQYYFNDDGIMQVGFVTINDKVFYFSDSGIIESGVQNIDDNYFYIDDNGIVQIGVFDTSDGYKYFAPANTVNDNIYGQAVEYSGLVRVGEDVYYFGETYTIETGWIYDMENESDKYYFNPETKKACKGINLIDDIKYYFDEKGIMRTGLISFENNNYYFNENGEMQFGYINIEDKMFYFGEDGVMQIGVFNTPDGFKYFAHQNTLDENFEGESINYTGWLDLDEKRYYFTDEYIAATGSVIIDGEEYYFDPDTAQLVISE
Rv3671c protease: inhibits the M. tuberculosis serine protease Rv3671c | 0.048% of 320,000 active | inhibition, % at 5.96 µM | P9WHR9 | AID 2606; in the data active means inhibition above about 38%;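 further: extracellular domain of Rv3671c used as enzyme; 0% = enzyme with DMSO and 100% = no enzyme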
* marks the source's active call; other numbers are inactive results; i = inactive; . = not tested or not shown; & = joins results of further samples. These rows are one share of the data, so the mix of outcomes need not match the whole.

SMILES	Vc quorum ag	DUSP3 inh	MazF activator	Y pestis TopoI	3CLpro inhibitor	CCHF vOTU inh	SSB-PriA inh	PrPC TRFRET	TcdB inh	Rv3671c protease
CCOC(=O)c1ccc(NC(=O)c2nccnc2C(=O)O)cc1	-0.3	-7.8	4.3	-0.9	-1.0	-3.2	2.8	6.7	-0.1	1.4
C=CCOc1ccc(CN(C)C(=O)c2ccc(CNS(=O)(=O)c3ccc(C)c(C)c3)cc2)cc1	i	.	-4.3	33.9	.	-0.9	7.1	-1.1	0.2	-8.8
CC1COc2ccccc2N1S(=O)(=O)c1ccc(Cl)cc1 (stereo unspecified)	-0.3	24.4	-15.2	25.8	-1.0	-4.2	-25.3	5.9	2.0	3.4
CC(=O)c1c(C)[nH]c(C(=O)OCc2nnc(-c3ccccc3)o2)c1C	i	6.1	-11.2	19.6	0.8	9.7	-3.8	1.4	.	1.3
O=C(CSc1nnnn1-c1ccc2c(c1)OCCO2)c1cccc2c1OCCO2	-1.9	4.3	0.4	9.3	1.0	-6.5	-2.4	2.4	.	1.8
COC(=O)CSc1nnc(CNC(=O)c2ccco2)n1-c1ccc(F)cc1	0.9	15.1	-3.8	6.0	-7.0	.	-8.4	.	0.9	-5.4
Cc1ccccc1-n1nnnc1SC(C)C(=O)Nc1ccc(N2CCN(C)CC2)cc1 (stereo unspecified)	-0.3	9.2	9.7	-6.2	1.6	5.1	6.9	-6.0	0.6	-6.1
CCN(CC)CCCNc1nc2ccccc2[nH]1	0.3	-16.7	8.7	-0.7	-3.0	-3.5	-7.4	1.1	0.9	4.6
CC(C)(C)NC(=O)CSc1ncnc2c1cnn2-c1ccccc1	i	36.0	-16.8	-3.2	2.4	1.6	-15.5	3.6	-0.2	-5.6
O=C(NC(N1CCOCC1)C(Cl)(Cl)Cl)c1ccccc1Cl (stereo unspecified)	-0.2	2.2	-10.9	4.9	3.7	-11.8	-10.0&-4.1	1.8	0.8	1.1
O=C(O)c1c2c(nc3ccccc13)/C(=C/c1c(F)cccc1F)CCC2	-0.6	-5.1	4.3	7.7	2.4	4.6	4.3	-7.7	-0.4	4.0
COc1ccc(NC(=O)Nc2ccc3c(c2)OCO3)c(C)c1	0.0	-5.5	5.8	2.8	0.5	-8.2	3.2	5.0	-0.9	2.0
CC(=O)c1ccc(OCc2cc([N+](=O)[O-])cc3c2OCOC3)cc1	i	40.4	14.2	-10.7	-0.8	0.1	-15.4	-4.5	-0.9	6.9
CCOC(=O)Nc1ccc(Oc2ccccc2)cc1	-4.2	-0.5	4.8	-10.3	4.6	-1.9	-34.9	1.8	.	6.2
COc1ccc(Nc2nc3c(C)cccn3c(=O)c2C=NCc2ccccc2)cc1	-0.1	-10.5	-8.2	-1.6	1.0	-14.6	2.7	-0.9	-0.3	0.7
COc1cc(OC)cc(-c2nc3nc(C)c(CCC(=O)NCC(OC)OC)c(C)n3n2)c1	-0.4	7.6	6.2	-4.6	1.4	-3.8	-19.6	2.2	-8.0	11.7
COC(=O)c1cnc(Nc2nc(C(N)Cc3ccc(OC)cc3)cs2)nc1C(F)(F)F (stereo unspecified)	-0.4	.	.	-0.6	.	6.7	.	-11.6	1.4	.
Brc1ccc(CSc2ccc(-c3ccco3)nn2)cc1	i	5.5	-7.4	3.1	1.1	-14.1	-3.1	-0.1	0.7	2.0
Cc1ccc(S(=O)(=O)NCc2ccccn2)c(C)c1	i	1.0	12.7	-0.5	-4.5	-3.4	-3.4	-2.4	2.8	-5.1
O=C(COc1ccc2ccccc2c1)Nc1nnc(-c2ccco2)s1	.	-7.7	3.0	.	4.2	.	-8.7	.	.	4.0
Fc1ccccc1-c1nc(NC2CCCC2)c2ccccc2n1	-0.3	.	-1.2	10.0	-7.5	5.8	-20.6	8.9	2.0	-7.8
O=C1CCC(=O)N1CNc1ccc(Oc2ccccc2)cc1	6.2	14.3	-3.0	5.9	0.9	-3.2	20.1	7.4	3.4	4.8
CC(=O)c1c(C)n(-c2ccccc2)c2ccc(OCC(N)=O)cc12	-0.1	24.5	4.0	5.8	3.4	-6.4	7.4	-2.8	3.9	-1.2
CCNC(=S)Nc1ccc2ncoc2c1	-0.3	21.2	10.2	5.7	1.2	-5.1	-4.4	-4.6	-1.3	3.2
CCOC(=O)CSc1nnc(Cc2ccccc2)n1-c1cccc(Cl)c1	-0.3	20.2	1.9	26.3	1.6	.	11.6	.	.	5.8
CCN(C(=O)C1CCCN1S(=O)(=O)c1ccc2c(c1)n(C)c(=O)c(=O)n2C)c1ccccc1 (stereo unspecified)	-0.2	25.2	-8.9	2.2	2.3	15.2	-8.2	-3.1	0.3	-4.6
O=C(CC12CC3CC(CC(C3)C1)C2)Nc1cccc2ncccc12	-0.4	2.0	1.3	-11.1	3.6	-3.5	13.8	6.5	.	-0.5
O=C(NCCN1CCN(C(=O)c2ccc([N+](=O)[O-])cc2)CC1)C(=O)Nc1ccc(F)cc1	i	-1.5	1.6	0.6	-5.2	0.7	-6.9	-27.4	1.2	7.3
COCCOC(=O)c1[nH]c2c(c1C)C(=O)CC(c1ccccc1)C2 (stereo unspecified)	-0.6	-4.8	1.7	-4.1	2.5	.	0.8	.	.	-9.3
O=c1c2ccccc2nc(C[n+]2ccccc2)n1-c1cccc(C(F)(F)F)c1	i	4.3	0.3	-2.5	-6.2	-1.5	4.1	1.5	-0.2	-2.3
CCOc1ccc(NC(=O)C2CCC(CNc3c(N4CCC(C)CC4)c(=O)c3=O)CC2)cc1 (stereo unspecified)	-0.4	-9.2	-4.7	4.8	1.9	-1.4	-7.6	8.6	1.1	-4.2
O=C(C[n+]1cc(Br)cc2ccccc21)c1ccc(Cl)cc1	i	-1.2	-10.6	-8.6	-2.0	18.4	0.5	-0.9	-0.8	1.9
O=C(Nc1ccc(-c2csc(Nc3ccccc3)n2)cc1)c1ccccc1	-1.4	16.6	-1.9	-22.9	-7.6	8.2	-12.0&-2.4	1.7	1.1	-6.9
COc1ccccc1NC(=O)C(C)OC(=O)c1ccc(-n2cnnn2)cc1 (stereo unspecified)	i	.	7.3	23.9	.	-9.7	-1.2	3.8	-1.9	0.1
O=C(Cn1c2ccc(F)cc2c2nc3n(c(=O)c21)CCS3)Nc1ccc(Cl)cc1F	i	-7.0	6.0	-8.5	2.8	-11.0	5.4	4.8	0.9	-23.6
COc1ccc(-c2cc(C(=O)N3CCN(c4ccccc4)CC3)no2)cc1OC	i	-2.2	-4.8	29.1	1.6	1.1	-12.1	-6.8	.	-3.9
CCOCCN(C(=O)c1ccccc1Cl)c1cccc(C)c1C	-0.4	12.8	-2.9	4.7	-2.1	-1.7	-14.9	-4.1	1.3	-1.2
O=C(c1ccccc1F)N1CCN(C(=O)C(c2ccccc2)c2ccccc2)CC1	-0.3	2.2	6.5	13.8	-2.7	10.2	3.0	-1.9	-0.1	-0.8
O=C(OCC(=O)N1CCC(Cc2ccccc2)CC1)c1ccccc1F	i	.	0.3	38.2	.	-0.4	-12.9	-3.3	0.7	3.8
COCCn1c(N)c(N(Cc2ccccc2)C(=O)c2ccc3ccccc3c2)c(=O)[nH]c1=O	-3.3	26.2	1.5	7.3	-3.6	-9.9	-2.2	4.4	-3.7	6.0
O=C1CCCC(=O)C1=C1SCCS1	-1.4	-11.7	-1.0	5.9	-2.0	26.5	-13.3	1.1	.	17.1
O=C(c1cc([N+](=O)[O-])ccc1N1CCOCC1)N1CCN(S(=O)(=O)c2ccc(F)cc2)CC1	-9.9	.	0.5	1.3	.	7.8	0.6	-14.7	-0.1	-6.3
Cc1c(/C=N\NC(=O)c2c[nH]c3ccccc23)cnn1C	-0.3	4.5	4.4	0.9	-0.4	17.1	.	5.6	0.9	0.5
COC(=O)c1[nH]c2ccccc2c1CN1CCOCC1	i	55.7*	-0.1	8.8	-0.8	0.8	-19.1	5.7	1.3	7.4
CCOc1cc(/C=C2\C(=O)N(CCC#N)N=C2C)ccc1OCC(N)=O	-0.4	-2.7	4.5	0.5	0.8	43.7*	9.9	2.9	-1.0	-152.5
Cc1ccc(Sc2nc([N+](=O)[O-])nn2C)cc1	-2.7	0.2	4.9	0.7	0.1	-5.7	7.8	-13.9	0.8	12.5
COc1ccc2sc(-c3ccccc3OC)c(-c3ccc(OC)c(F)c3)c2c1	i	.	-6.3	-5.4	.	21.9	-10.6	8.9	-0.2	2.3
CCN(CC)CCOCCOc1ccc(Cl)c2ccccc12	0.1	-1.4	0.3	8.8	-2.5	-2.1	3.9	-5.0	-0.1	3.1
CSc1ccccc1NC(=O)Cn1nc([N+](=O)[O-])c(Cl)c1C	-0.2	24.5	6.2	-13.1	4.1	3.7	-0.3	-2.2	0.5	5.9
COc1cc(/C=N/NC(=O)c2cc[n+]([O-])cc2)cc(OC)c1OC	i	55.5*	2.2	8.5	-1.1	2.5	.	-5.1	1.1	-0.4
Cc1cc(C)cc(N(C(=O)CCC(=O)Nc2cc(C)on2)C(C(=O)NC2CCCC2)c2ccco2)c1 (stereo unspecified)	0.7	22.5	-16.5	6.7	2.0	2.9	8.2	-3.1	0.5	8.2
CCC(=O)NNC(=O)c1c(O)c2ccccc2[nH]c1=O	-2.1	44.3	3.8	3.2	4.6	5.9	-4.8	5.3	0.3	6.8
O=C1/C(=C/c2ccccc2)SC(=S)N1N1C(=O)C2CC2C1=O (stereo unspecified)	i	-6.4	-4.4	-1.1	7.5	-3.4	16.2	-0.1	-0.1	-8.4
NNc1nc(-c2ccccc2)nc(-c2ccccc2)c1Br	0.8	.	4.2	-2.1	.	15.6	-1.3	-2.8	0.0	-17.5
CCCn1c(N2CCN(C(=O)Nc3ccc(Cl)cc3)CC2)nc2ccccc21	-0.1	34.4	11.1	-0.2	0.2	8.4	-1.3	3.4	1.4	-5.7
CCc1ccc(C2C(C#N)=C(N)N(N(C)C)C3=C2C(=O)CCC3)cc1 (stereo unspecified)	i	20.6	-6.6	-3.2	-3.8	22.0	-5.1	0.7	0.2	0.5
CCc1nc2ccc(C(=O)NCCOc3ccc(OC)cc3)cn2c1N(C)Cc1ccc(N(C)C)cc1	-0.3	.	.	16.2	.	10.1	.	-2.7	-1.1	.
O=C(CSc1nc2sc3c(c2c(=O)[nH]1)CCC3)NCCO	-0.2	13.6	1.6	-7.4	-0.9	-3.6	-7.4	-6.8	2.2	-7.0

One compound at a time, from the list above:
`CCC(=O)NNC(=O)c1c(O)c2ccccc2[nH]c1=O` is listed as Vc quorum ag: -2.1; DUSP3 inh: 44.3; MazF activator: 3.8; Y pestis TopoI: 3.2; 3CLpro inhibitor: 4.6; CCHF vOTU inh: 5.9; SSB-PriA inh: -4.8; PrPC TRFRET: 5.3; TcdB inh: 0.3; Rv3671c protease: 6.8
`Cc1c(/C=N\NC(=O)c2c[nH]c3ccccc23)cnn1C` is listed as Vc quorum ag: -0.3; DUSP3 inh: 4.5; MazF activator: 4.4; Y pestis TopoI: 0.9; 3CLpro inhibitor: -0.4; CCHF vOTU inh: 17.1; SSB-PriA inh: .; PrPC TRFRET: 5.6; TcdB inh: 0.9; Rv3671c protease: 0.5

Grouped by structure: those above with an NH in an aromatic ring (8)
SMILES	Vc quorum ag	DUSP3 inh	MazF activator	Y pestis TopoI	3CLpro inhibitor	CCHF vOTU inh	SSB-PriA inh	PrPC TRFRET	TcdB inh	Rv3671c protease
CC(=O)c1c(C)[nH]c(C(=O)OCc2nnc(-c3ccccc3)o2)c1C	i	6.1	-11.2	19.6	0.8	9.7	-3.8	1.4	.	1.3
CCN(CC)CCCNc1nc2ccccc2[nH]1	0.3	-16.7	8.7	-0.7	-3.0	-3.5	-7.4	1.1	0.9	4.6
COCCOC(=O)c1[nH]c2c(c1C)C(=O)CC(c1ccccc1)C2 (stereo unspecified)	-0.6	-4.8	1.7	-4.1	2.5	.	0.8	.	.	-9.3
COCCn1c(N)c(N(Cc2ccccc2)C(=O)c2ccc3ccccc3c2)c(=O)[nH]c1=O	-3.3	26.2	1.5	7.3	-3.6	-9.9	-2.2	4.4	-3.7	6.0
Cc1c(/C=N\NC(=O)c2c[nH]c3ccccc23)cnn1C	-0.3	4.5	4.4	0.9	-0.4	17.1	.	5.6	0.9	0.5
COC(=O)c1[nH]c2ccccc2c1CN1CCOCC1	i	55.7*	-0.1	8.8	-0.8	0.8	-19.1	5.7	1.3	7.4
CCC(=O)NNC(=O)c1c(O)c2ccccc2[nH]c1=O	-2.1	44.3	3.8	3.2	4.6	5.9	-4.8	5.3	0.3	6.8
O=C(CSc1nc2sc3c(c2c(=O)[nH]1)CCC3)NCCO	-0.2	13.6	1.6	-7.4	-0.9	-3.6	-7.4	-6.8	2.2	-7.0
